# Her2 expr inh = inhibitors of human Her2 kinase expression; P04626; SKBR-3 HER2 protein level, AlphaScreen, 18-24 h; hits give low values; HER2 level % of control, % at 10 µM; 65,000 compounds, 0.69% hits; AID 645;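 active = HER2 level under 5% of the carrier-only control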;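 note: 100% = DMSO carrier and 0% = 500 nM PU-H71 HSP90 inhibitor; lower value means stronger loss of Her2 protein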
# Starred values were filed as active, the others as inactive.
SMILES,Her2 expr inh
O=C(c1ccccc1)c1ccc2n1CCC2C(=O)O (stereo unspecified),113.6

# Screening data deposited in PubChem by SRMLSC.

# This is a subset; count on the stated rates, not on these rows.
